# Pf growth 48h: P. falciparum growth inhibition at 48 hours (one generation); Potency, µM (top dose mostly 28.7 µM), for inactives: top-dose activity change, negative = inhibition, most hits filed as inhibitors; AID 504832; actives 5.9% (n = 310,000); P. falciparum luciferase growth in erythrocytes, 48 h; note: potency is the fitted concentration of half-maximal effect; % is set by controls: 0 for no effect and ±100 for the full control effect
#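 Luciferase-expressing parasites in RBCs, 2% Hct / 0.1% parasitemia final; RPMI 1640 + 0.5% Albumax; 37 C, 5% CO2, one generation; luminescence read-out, lower signal = inhibition.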
# Shiga inhibitor: blocks Shiga toxin action in Vero cells. inhibition, % at 38.7 µM. actives 9.2% (n = 290,000). AID 2315. Vero cells, Shiga toxin protein synthesis inhibition reporter; in the data active = inhibition mostly above about 28%, no sharp cut-off; inactive = mostly below about 43%; note: 0% is about no effect
# Pf growth 96h: P. falciparum growth inhibition at 96 hours; P. falciparum luciferase reporter growth, 96 h; Potency, µM (doses to about 28.7 µM), for the others: at the highest dose activity change, negative = inhibition, hits mostly inhibitors; actives 6.9% (n = 320,000); note: potency is the fitted concentration of half-maximal effect; % is set by controls: 0 for no effect and ±100 for the full control effect
#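 P. falciparum expressing integrated firefly luciferase grown in erythrocytes (2% hematocrit, 0.05% parasitemia final) with compounds for 96 hours at 37 C, 5% CO2. Growth inhibition read as loss of luminescence after adding luciferase detection reagent.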
# Sm TGR block: S. mansoni TGR enzyme inhibition | purified TGR, DTNB reduction, TNB absorbance 405 nm | Potency, µM (highest dose often 114 µM), for inactives: at the highest dose activity change, negative = inhibition, actives largely listed as inhibitors | actives 3% (n = 360,000) | AID 485364; note: potency is the fitted concentration of half-maximal effect; % is set by controls: 0 for no effect and ±100 for the full control effect; nearly all actives have a fitted effect of over 60% in size
#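 Kinetic colorimetric format: TGR-catalysed, NADPH-driven DTNB reduction monitored via TNB absorbance. Enzyme dispensed at 20 nM; compound exposure 15 min at room temperature before reaction start.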
# CHX counter: affects cycloheximide protein synthesis inhibition readout, counter-screen; actives 12% (n = 300,000); max response, %; AID 2314; cell reporter, cycloheximide protein synthesis inhibition counterscreen; in the data active = max response mostly above about 13%, no sharp cut-off; inactive = mostly below about 14%; note: read at 38.3 µM for the half of the compounds with a filed dose; 0% is about no effect
# FBPA Giardia inh: Giardia lamblia aldolase inhibition | A8B2U2 | purified Giardia FBPA | Potency, µM (highest dose often 59.6 µM), for the others: top-dose activity, negative = inhibition, most hits filed as inhibitors | actives 0.71% (n = 290,000) | AID 2451; note: potency is the fitted concentration of half-maximal effect; % is set by controls: 0 for no effect and ±100 for the full control effect; nearly all actives have a fitted effect of over 55% in size
# Target sequence (A8B2U2 whole entry, looked up): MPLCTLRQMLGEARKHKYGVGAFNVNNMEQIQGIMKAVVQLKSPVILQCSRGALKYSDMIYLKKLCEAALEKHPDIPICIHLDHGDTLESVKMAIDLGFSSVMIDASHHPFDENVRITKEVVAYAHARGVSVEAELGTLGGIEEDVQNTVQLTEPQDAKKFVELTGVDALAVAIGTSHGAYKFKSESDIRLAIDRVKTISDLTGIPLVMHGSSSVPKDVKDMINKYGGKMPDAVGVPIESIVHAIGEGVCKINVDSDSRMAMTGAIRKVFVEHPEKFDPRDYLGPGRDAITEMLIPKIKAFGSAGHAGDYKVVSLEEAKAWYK
#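 Giardia FBPA (40 nM reagent) was preincubated 10 min at RT with compound (up to 57.5 uM final), then substrate plus GAPDH/TPI/NAD/arsenate coupling system with diaphorase/resazurin was added; resorufin fluorescence (525/598 nm) was read after 20 min.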
# * = called active by the depositor; ? = inconclusive; . = not tested or not shown; & = joins results of further samples; [ ] = another dose, or the depositor's remark. Unless noted, calls come from the whole dose curve; as a rule, active = well fitted curve in the direction sought with a large enough effect; inconclusive = small, poorly fitted or top-dose-only effect, or another doubt; inactive = no such curve, though single readings can be large; an effect the other way counts as inactive or inconclusive.
smiles	Pf growth 48h	Shiga inhibitor	Pf growth 96h	Sm TGR block	CHX counter	FBPA Giardia inh
O=C(COc1ccc(F)cc1)NN1C(=O)CSC1=S	40%[activator]	26	66%[activator]	-5%	-6	-20%
Cc1cccc(/C=N/NC(=O)C(C)Nc2cccc3ccccc23)n1 (stereo not drawn)	.	12	-3%	-1%	16*	?
O=C(NCCOC(=O)c1ccccc1)c1ccc([N+](=O)[O-])cc1	2%	4	?	-4%	-1	-2%
COc1ccc(CCNC(=O)CC2SC(=NCCc3ccccc3)NC2=O)cc1 (stereo not drawn)	-10%	-14	?	-19%	0	4%
CC(C)OCC1Cn2c(nc3c2c(=O)n(C)c(=O)n3C)O1 (stereo not drawn)	4%	-16	7%	7%	2	3%
CCCc1ccc(Oc2cn[nH]c2-c2ccc(O)c(C)c2O)cc1	-26%	9	10µM*	-1%	-1	-8%
O=C(c1nc2ccccn2c1CN1CCN(c2ccccc2O)CC1)N1CCCC1	?	-12	?	0%	-2	-10%
O=C(COc1ccccc1)Nc1nnc(-c2ccc(Cl)s2)o1	.	13	41%[activator]	0%	-6	16%
Cc1c(C(=O)O)oc2c1C(O)CCC2 (stereo not drawn)	82%[activator]	-11	0%	-1%	-3	-1%
Cc1ccc(C(C)C)c(OCC(=O)Nc2ccc(N3CCOCC3)cc2N2CCOCC2)c1	?	.	?	-5%	.	.
N#Cc1c(-c2ccco2)cc(-c2ccccn2)nc1N	3%	49	.	10µM*	33*	-15%
CN1C(=O)NC(=O)/C(=C/c2ccc(C(=O)O)cc2)C1=O	2%	-3	14%	-29%	1	-8%
CC1=NN(c2nc(-c3ccc(C)cc3)cs2)C(=O)C1N=Nc1ccc2ccccc2c1 (stereo not drawn)	47%	72	?	-9%	18*	8%
Cc1cc(C)n(C(=O)c2cc3c(s2)CCCC3)n1	45%[activator]	89*	63%[activator]	0%	19	-1%
CCc1cc(/C(Cc2csc(C)n2)=N/O)c(O)cc1O	5%	-24	.	10%	-2	-5%
O=C(OCC#CCSc1nnc(-c2ccncc2)o1)c1sc2ccccc2c1Cl	?	-13	.	-27%	-5	0%
CCOC(=O)c1sc(N2C(=O)C(O)=C(C(=O)c3ccco3)C2c2ccc(C)o2)nc1C (stereo not drawn)	-6%	4	?	7.9µM*	7	-30%
O=C(CCSCc1ccccc1F)N1CCN(c2ccccn2)CC1	27%	79*	?	-21%	28*	-3%
O=C(NCC1(c2ccccc2)CCCC1)c1ccccc1	?	-14	33%[activator]	4%	-3	-5%
O=C(Cc1cccs1)NCCCc1ccccc1	?	1	110%[activator]	-1%	-4	4%
CCOc1ccccc1N(CC(=O)NCC1CCCO1)C(=O)CCC(=O)Nc1nccs1 (stereo not drawn)	8%	13	58%[activator]	2%	-7	.
CCOC(=O)/C(=N\Nc1ccc(Br)cc1)N1CCN(c2ccccc2OC)CC1	15µM*	24	?	-13%	1	0%
COc1ccc(F)cc1S(=O)(=O)NCc1cc(=O)n(C)c(=O)n1C	24%	-10	-22%	6%	-10	.
O=C(Nc1cccc(O)c1)c1cc(-c2ccco2)on1	56%[activator]	49*	133%[activator]	-17%	22*	0%
COc1ccc(C2=NOC(C(=O)Nc3ccc(C)cc3)C2)cc1OC (stereo not drawn)	.	-20	-3%	2%	-2	-5%
O=C(NCc1cccc(Cl)c1)C1CCC(=O)N(CCCN2CCOCC2)C1 (stereo not drawn)	-1%	0	9%	1%	-2	28%
O=C(O)CNC(=O)C12CC3CC(CC(Cl)(C3)C1)C2	31%[activator]	-9	54%[activator]	1%	-4	13%
CCOC(=O)C1CCN(C(=O)CN2C(=O)COc3ccc(C(C)(C)C)cc32)CC1	-18%	16	10µM*	-1%	-4	.
CCn1c(O)c(/C=N/n2cnnc2)sc1=S	4%	33	-9%	0%	-2	-25%
CCOc1ccc(NC(=O)C2C(c3ccccc3)C2(Cl)Cl)cc1 (stereo not drawn)	0%	42*	?	-10%	21*	4%

# Four compounds picked at random from those above, as already listed:
smiles	Pf growth 48h	Shiga inhibitor	Pf growth 96h	Sm TGR block	CHX counter	FBPA Giardia inh
CCn1c(O)c(/C=N/n2cnnc2)sc1=S	4%	33	-9%	0%	-2	-25%
Cc1cccc(/C=N/NC(=O)C(C)Nc2cccc3ccccc23)n1 (stereo not drawn)	.	12	-3%	-1%	16*	?
O=C(OCC#CCSc1nnc(-c2ccncc2)o1)c1sc2ccccc2c1Cl	?	-13	.	-27%	-5	0%
CCc1cc(/C(Cc2csc(C)n2)=N/O)c(O)cc1O	5%	-24	.	10%	-2	-5%

# Part of the list above, set out differently.
O=C(COc1ccccc1)Nc1nnc(-c2ccc(Cl)s2)o1
  Pf growth 48h: .
  Shiga inhibitor: 13
  Pf growth 96h: 41%[activator]
  Sm TGR block: 0%
  CHX counter: -6
  FBPA Giardia inh: 16%

Cc1c(C(=O)O)oc2c1C(O)CCC2 (stereo not drawn)
  Pf growth 48h: 82%[activator]
  Shiga inhibitor: -11
  Pf growth 96h: 0%
  Sm TGR block: -1%
  CHX counter: -3
  FBPA Giardia inh: -1%

# Returning to the listing with the three entries that preceded the break.
smiles	Pf growth 48h	Shiga inhibitor	Pf growth 96h	Sm TGR block	CHX counter	FBPA Giardia inh
CCOC(=O)C1CCN(C(=O)CN2C(=O)COc3ccc(C(C)(C)C)cc32)CC1	-18%	16	10µM*	-1%	-4	.
CCn1c(O)c(/C=N/n2cnnc2)sc1=S	4%	33	-9%	0%	-2	-25%
CCOc1ccc(NC(=O)C2C(c3ccccc3)C2(Cl)Cl)cc1 (stereo not drawn)	0%	42*	?	-10%	21*	4%
CCN(CC)C1CC(=O)N(c2ccc(Br)cc2)C1=O (stereo not drawn)	13%	-8	?	7.1µM*	-3	-3%
CCCN1CCN(CC(O)COC(c2ccc(OC)cc2)c2ccc(OC)cc2)CC1 (stereo not drawn)	-24%	-18	26%	8%	2	?
COc1ccc(CNC(=O)C2CC(c3cccc(OC)c3)=NO2)cc1 (stereo not drawn)	-17%	8	-36%	6%	3	-4%
COc1cc2cc(Oc3ccc4ccc(=O)oc4c3)c(=O)oc2cc1O	38%[activator]	16	-8%	-14%	3	13%&-2%
Cc1cccnc1NC(=O)C1CCN(S(=O)(=O)c2cccs2)CC1	.	15	-16%	7%	5	1%
COc1cc(Cl)c(C)cc1NC(=O)CNC(=O)Cn1cnc2ccccc2c1=O	31%[activator]	13	?	4%	1	4%
CN(C(=O)CSc1nc2ccccc2n1CCc1ccccc1)C1CCS(=O)(=O)C1 (stereo not drawn)	-6%	-9	17%	-13%	-1	-16%
CCCOC(=O)c1c(NC(=O)CCCn2nc([N+](=O)[O-])c(Cl)c2C)sc(C(=O)OC)c1C	7%	-14	0%	-9%	-3	0%
CCCCCN(C(=O)COC(=O)Cc1c(C)nc2ccccc2c1C)c1c(N)n(CCCC)c(=O)[nH]c1=O	?	.	-12%	3%	.	.
O=C(Nc1ccc(N2CCOCC2)cc1)c1cnccn1	115%[activator]	-6	?	-13%	-1	-6%
CCCCCn1c(-c2ccco2)nc2nc3ccccc3nc21	?	-20	?	?	9.2*	-16%
O=C(O)c1ccc(-n2c(=O)c3ccccc3c3ccccc3c2=O)cc1	0%	1	46%[activator]	?	1	7%
Cc1cccc(C)c1NC(=O)N1CCCC1C(=O)Nc1ccc(-n2cnnn2)cc1 (stereo not drawn)	17%	-24	18%	0%[57.1 µM]	-3	-1%
COCc1c(C(=O)N/N=C(/C)c2ccc(OCc3ccccc3)cc2)nnn1-c1nonc1N	45%[activator]	97*	47%[activator]	-31%	23*	1%
O=C(Nc1cccc(C(=O)O)c1)/C(=C/c1ccc2c(c1)OCO2)NC(=O)c1cccc(Br)c1	70%[activator]	-4	-14%	10%	-1	?
CCN(CC)S(=O)(=O)c1ccc(Cl)c(NC(=O)COC(=O)c2cccn2C)c1	-27%	-2	?	9%	-1	-2%
Cc1cccc(C)c1NC(=O)CN(C)CC(=O)c1c(N)n(Cc2ccccc2)c(=O)n(C)c1=O	12µM*	.	-12%	5%	.	.
CN(C)CCCNC(=S)N(Cc1cccs1)Cc1cc2cc3c(cc2[nH]c1=O)OCCO3	?	-13	-8%	?	0	1%
COC(=O)c1sccc1S(=O)(=O)Nc1ccc(C)cc1	15%	2	-21%	-1%	16*	-25%
CC1CC(NC(=O)/C=C/C(=O)O)CC(C)(C)C1 (stereo not drawn)	-1%	-8	-11%	-2%	1	6%
NC(=S)C(c1ccccc1)c1ncc(C(F)(F)F)cc1Cl (stereo not drawn)	?	-3	?	-2%	8	-2%
O=C(c1ccco1)N1CCN(C(=O)c2nn3cccnc3c2Cl)CC1	7%	-10	94%[activator]	-1%	-2	5%
O=C(Nc1ccccc1O)c1ccccc1O	?	53*	7%	-30%	32*	-6%
C=CCn1c(O)c(C(CC)=Nc2cc(OC)ccc2OC)c(=O)[nH]c1=O	?	15	.	-27%	-2	?
CC1CC(C)CN(CCC(=O)Nc2cccc(Cl)c2)C1 (stereo not drawn)	-20%	-16	?	0%	-7	-2%
COC(=O)c1c(C)[nH]c(C(=O)/C=C/c2ccc(Cl)cc2)c1C	4.7µM*	55*	?	-6%	31*	1%
Cc1nn(Cc2ccccc2)c(C)c1NC(=O)CCC(=O)O	11%	22	175%[activator]	6%	-4	-1%
Cc1ccc(S(=O)(=O)N(CC(=O)Nc2ccccc2)C(=O)N2CCN(C)CC2)cc1	5%	.	42%[activator]	-5%	.	.
OC(CNCc1ccc2c(c1)OCO2)COc1ccc(F)cc1 (stereo not drawn)	1%	6	9%	13%	-2	1%
Cc1[nH]c2ccccc2c1/C=C/C(=O)c1ccccc1	26%	86*	116%[activator]	-6%	25*	1%

# Record cards, as listed above:
# Cc1cccnc1NC(=O)C1CCN(S(=O)(=O)c2cccs2)CC1 is entered as Pf growth 48h = .; Shiga inhibitor = 15; Pf growth 96h = -16%; Sm TGR block = 7%; CHX counter = 5; FBPA Giardia inh = 1%
# CCCCCN(C(=O)COC(=O)Cc1c(C)nc2ccccc2c1C)c1c(N)n(CCCC)c(=O)[nH]c1=O is entered as Pf growth 48h = ?; Shiga inhibitor = .; Pf growth 96h = -12%; Sm TGR block = 3%; CHX counter = .; FBPA Giardia inh = .

# Other records follow.
smiles	Pf growth 48h	Shiga inhibitor	Pf growth 96h	Sm TGR block	CHX counter	FBPA Giardia inh
Cc1cc(C)c2nc(SCC(=O)NNC(=O)c3ccco3)c(C)cc2c1	-18%	-3	-8%	.	5	3%
COc1ccc(CNC(=O)COC(=O)C2CC2C)cc1OC (stereo not drawn)	?	.	7%	-19%	.	.
COc1cc(C(=O)N/N=C(\C)Cn2nc([N+](=O)[O-])cc2C)ccc1O	35%[activator]	-2	10%	-3%	-3	-2%
CC(=O)Nc1cccc2c1C(=O)N(c1cccc(C)c1)C2=O	31%[activator]	-2	103%[activator]	-2%	-3	1%
CN(Cc1cccc(F)c1)CC(O)COCc1ccccc1Cl (stereo not drawn)	-12%	-6	?	12%	3	?
O=[N+]([O-])c1cc(S(=O)(=O)Nc2ccc(Cl)cc2)ccc1N/N=C/c1ccncc1	?	-4	?	9%	-4	9%
CC(C)CCNC(=O)C1CCCCN1S(=O)(=O)c1ccc(F)cc1 (stereo not drawn)	-16%	-9	.	24%	-7	6%

# High-throughput results as filed in PubChem.
